From PubChem
DDE Tn6 FP inh = DD(E)-Tn6 binding inhibition, primary FP screen | Fibrin DD(E) TRITC-Tn6 fluorescence polarization displacement | actives 0.21% (n = 370,000) | inhibition, % at 8.3 µM;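 active = inhibition above a per-campaign cutoff: mean of compounds within control limits plus 3 SD, cut at about 15% in these data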;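 also: 0% = median of all compound wells on the plate and 100% = blocking peptide control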
ASAP1 inh = ASAP1 ArfGAP inhibition; ASAP1-stimulated ARF1 GTP hydrolysis, GDP FP detection; inhibition, % at 16.5 µM; actives 0.19% (n = 360,000); Q9ULH1; in the data active = inhibition above about 25%;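 also: 0% = vehicle with enzyme and substrate and 100% = no enzyme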
Target sequence (Q9ULH1 325-724 limits assumed): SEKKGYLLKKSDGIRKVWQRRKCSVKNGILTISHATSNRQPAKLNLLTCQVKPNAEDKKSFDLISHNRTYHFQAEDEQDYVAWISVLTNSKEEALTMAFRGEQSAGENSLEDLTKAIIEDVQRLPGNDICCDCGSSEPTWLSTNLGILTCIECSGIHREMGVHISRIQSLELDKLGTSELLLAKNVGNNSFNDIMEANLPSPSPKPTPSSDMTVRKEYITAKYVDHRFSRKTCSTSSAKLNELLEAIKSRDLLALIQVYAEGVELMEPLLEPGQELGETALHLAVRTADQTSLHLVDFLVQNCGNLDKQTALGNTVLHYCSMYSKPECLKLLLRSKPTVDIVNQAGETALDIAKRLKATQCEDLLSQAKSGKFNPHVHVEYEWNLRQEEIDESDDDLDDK
SIAE inh = human SIAE inhibition, primary screen; Q9HAT2; SIAE FP-Rh probe binding, fluorescence polarization; inhibition, % at 9.66 µM; actives 0.69% (n = 370,000); AID 1053197;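 active = inhibition above a cutoff: mean of compounds within the control limits plus 3 SD of those, cut at about 17% in these data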;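 also: 0% = plate median of compound wells and 100% = probe without SIAE protein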
Tn7 DDE FP = disrupts Tn7 cyclic peptide binding to fibrin D-Dimer-E complex; P02675; FP displacement of FITC-Tn7 peptide from fibrin DD(E); 0% = median of compound wells per plate; inhibition, % at 8.3 µM; actives 0.13% (n = 370,000);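 active = inhibition above the mean of compounds falling within the control limits plus 3 SD of them, cut at about 14% in these data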;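 also: 0% = plate median of compound wells and 100% = 10 µM Aha-Tn7 peptide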
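Test system – human fibrin DD(E) · Times – 10 min preincubation, 3 h with tracer, room temperature · Detection – fluorescence polarization of the labelled Tn7 tracer · Measure – percent inhibition normalized to high-control wells · Benchmarks – high control wells with 10 µM unlabelled Aha-Tn7 peptide (full inhibition) · Repeats – singlicate testing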
ARFGAP1 inh = inhibits rat ARF GTPase activating protein 1; Q62848; inhibition, % at 16.5 µM; actives 0.26% (n = 360,000); Arfgap1-stimulated ARF1 GTP hydrolysis, GDP FP detection; AID 651572;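 active = inhibition above a per-plate limit, mean inhibition of low control wells plus 3 SD, cut at about 25% in these data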;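 also: 0% = DMSO wells with enzyme and 100% = wells lacking Arfgap1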
Target sequence (Q62848 1-136 limits assumed): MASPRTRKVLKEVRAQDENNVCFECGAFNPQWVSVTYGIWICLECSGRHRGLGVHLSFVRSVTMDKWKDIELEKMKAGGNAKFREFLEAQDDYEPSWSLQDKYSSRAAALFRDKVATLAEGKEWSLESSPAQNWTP
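Material: truncated rat Arfgap1 GAP domain; Incubation: compound-enzyme preincubation 20 min, reaction 120 min, detection 60 min, 25 °C; Read-out: percent inhibition of Arfgap1-stimulated GTP hydrolysis; Technique: FP, GDP Alexa 633 tracer displaced from anti-GDP antibody, 620/688 nm; Controls: No-Arfgap1 wells (100%) versus DMSO full-reaction wells (0%); Replication: single well per compound.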
ADAM10 inh = ADAM10 inhibition, QFRET primary screen; O14672; inhibition, % at 7 µM; recombinant ADAM10, EDANS/DABCYL FRET peptide cleavage, 3 h; actives 0.62% (n = 370,000);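 active = inhibition above a per-campaign cutoff equal to the mean of compounds falling between control-based bounds plus 3 SD, cut at about 20% in these data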;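 also: 0% = DMSO wells while the 100% control is not disclosed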
TDP2 inh = blocks human TDP2 phosphodiesterase activity; recombinant TDP2, T5PNP hydrolysis, p-nitrophenol absorbance 415 nm; actives 0.34% (n = 370,000); O95551; inhibition, % at 12.8 µM;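 active = inhibition above the mean of all tested compounds plus 3 SD, set per campaign, cut at about 25% in these data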;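 also: 0% = DMSO with enzyme and 100% = buffer with substrate but no TDP2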
Target sequence (O95551 whole entry, looked up): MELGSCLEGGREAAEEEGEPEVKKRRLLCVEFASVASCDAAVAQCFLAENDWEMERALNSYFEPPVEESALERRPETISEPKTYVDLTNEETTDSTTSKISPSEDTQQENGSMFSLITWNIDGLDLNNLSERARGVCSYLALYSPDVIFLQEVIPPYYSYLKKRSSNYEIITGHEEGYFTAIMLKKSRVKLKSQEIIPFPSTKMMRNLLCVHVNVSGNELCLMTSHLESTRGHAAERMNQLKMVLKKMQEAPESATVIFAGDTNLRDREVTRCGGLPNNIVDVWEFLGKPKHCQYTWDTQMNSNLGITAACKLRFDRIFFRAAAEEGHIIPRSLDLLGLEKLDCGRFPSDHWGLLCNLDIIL
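System: recombinant human TDP2 / Amount: 120 nM TDP2 per well / Also added: 5 mM T5PNP chromogenic substrate / Doses: 12.8 µM single point, 1% DMSO / Incubation: 2 h at 37 °C / Detection: p-Nitrophenol epi absorbance / Evaluation: % inhibition relative to enzyme-containing and enzyme-free wells / Repeats: singlicate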
PLC-beta3 inh = blocks human PLC-beta3 enzyme activity | Purified PLC-beta3, fluorogenic substrate, fluorescence | actives 0.18% (n = 370,000) | Q01970 | inhibition, % at 12.2 µM; in the data active = inhibition above about 11%;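 also: 0% = median of compound wells on plate and 100% = full blocker control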
ADAM17 inh = ADAM17 inhibition, QFRET primary screen; actives 0.83% (n = 370,000); P78536; inhibition, % at 6.95 µM; recombinant ADAM17, EDANS/DABCYL FRET peptide cleavage;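 active = inhibition above the mean of compounds lying between control limits plus 3 SD, set per campaign, cut at about 8.5% in these data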;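 also: 0% = DMSO-only wells as the low control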
PLCg1 inh = blocks human PLC-gamma1 enzyme activity; actives 0.84% (n = 370,000); inhibition, % at 12.2 µM; purified PLC-gamma1, fluorogenic substrate, fluorescence; P19174; AID 720700; in the data active = inhibition above about 9.5%
The depositor's hits bear a star; / = no result given; & = joins results of further samples. Rows were taken by chance; any-hit rate near 3.6%.

Compound	PLCg1 inh	ARFGAP1 inh	DDE Tn6 FP inh	ASAP1 inh	ADAM10 inh	SIAE inh	PLC-beta3 inh	ADAM17 inh	TDP2 inh	Tn7 DDE FP
O=C1COc2ccc(C(=O)CSc3nnc(-c4cccs4)n3Cc3ccccc3)cc2N1	-1	8	3	1	8	-7	-4	-1	-6	-10
C/C(=N\Nc1ncnc2sc(C)c(C)c12)c1ccccn1	-2	-4	-2	9	-4	2	-3	-1	8	-3
COc1ccc(NC(=O)CSc2nc3ccccc3c(=O)n2-c2ccc3c(c2)OCO3)c(OC)c1	-2	0	3	9	5	-5	-1	2	-6	4
COc1ccccc1NC(=S)NCCSc1ccc(C)cc1	3	7	6	-1	7	7	2	6	10	7
O=CNc1c(Br)cc2c(c1Br)Cc1cc(Br)ccc1-2	4	-8	-5	2	6	-2	1	4	-2	1
Cc1ccc(OCC(=O)N/N=C\c2c(C)[nH]n(-c3ccccc3)c2=O)c([N+](=O)[O-])c1	-4	-16	3	-4	9	12	-4	4	-11	-2
Cc1ccc(S(=O)(=O)NCC(NCc2ccc(F)cc2)c2ccccc2)cc1 (stereo not drawn)	3	-2	-3	-8	-3	-7	-3	5	-5	-3
COC(=O)c1ccc(NS(=O)(=O)c2c(C)[nH]c(C)c2C(=O)N2CCCC2)cc1	0	-6	0	0	-6	-7	-4	3	2	2
Cc1ccc(C(CC(N)=O)c2ccco2)cc1 (stereo not drawn)	-2	-8	-3	3	-7	1	1	-5	3	-7
CC1Cc2cc(S(=O)(=O)N3CCC(C(=O)N(C)Cc4ccco4)CC3)ccc2N1C(=O)C1CCC1 (stereo not drawn)	2	18	1	4	-2	0	-7	2	2	-7
COc1ccc(-c2nc3c(Cl)cc(C(F)(F)F)cn3c2Cc2ccccc2C(F)(F)F)cc1OC	-6	-3	9	0	-1	0	-19	-2	3	7
COC(=O)c1cc(Cl)c(NC(=O)c2ccc(C(C)(C)C)cc2)cc1OC	0	2	2	13	2	-13	-3	-3	3	4
C=CCN1C2CCCC1CC(NC(=S)Nc1ccc(Cl)cc1)C2 (stereo not drawn)	4	3	3	7	-2	1	1	-1	5	-4
CCOC(=O)c1oc2cc(O)ccc2c(=O)c1-c1csc(C)n1	2	10	8	6	6	6	0	-1	2	0
COc1ccc(OC)c(N=C(N)N=C(N)N)c1	3	18	0	9	-1	4	-4	-3	-2	-2
O=C(NCC(Cl)c1ccc2ccccc2c1)c1c(F)cccc1F (stereo not drawn)	-1	1	-2	16	0	11	-4	-1	17	0
O=C(Cc1cccs1)N/N=C/C=C\c1ccco1	-11	-2	8	12	-3	6	-13	1	3	-1
O=C(Cn1ccnc1)c1ccc(O)c(O)c1	1	-2	-1	-3	-2	0	1	-1	-3	-1
O=C(NCc1ccccc1)N1CCC(Cc2ccccc2)CC1	-2	7	-2	7	3	0	-4	-5	5	-4
Cc1ccccc1NCc1ccc([N+](=O)[O-])s1	3	-1	-5	1	7	9	-3	-1	3	-2
O=C(NN=C1CCCC1)c1n[nH]c2c1CCC2	1	-3	4	3	-13	3	5	0	3	-3
CC(NC(=O)CN1CCCC1)C12CC3CC(CC(C3)C1)C2 (stereo not drawn)	1	6	3	-3	3	5	6	0	2	-1
CC(C)(CNc1ccc([N+](=O)[O-])cc1Cl)N1CCOCC1	-4	6	0	-15	-2	8	-8	-2	8	4
CC(/C=N/NC(=O)Cc1cc(=O)[nH][nH]1)=C\c1ccccc1	1	10	-5	8	2	0	-1	-4	4	-5
O=C(C=Cc1ccccc1)N1CCCCC1	4	6	2	-6	-4	2	10	3	-2	-6

Compound profiles (already shown). Order of screens: PLCg1 inh | ARFGAP1 inh | DDE Tn6 FP inh | ASAP1 inh | ADAM10 inh | SIAE inh | PLC-beta3 inh | ADAM17 inh | TDP2 inh | Tn7 DDE FP
`CC(NC(=O)CN1CCCC1)C12CC3CC(CC(C3)C1)C2` (stereo not drawn) across the screens: 1 | 6 | 3 | -3 | 3 | 5 | 6 | 0 | 2 | -1
`COc1ccc(OC)c(N=C(N)N=C(N)N)c1` across the screens: 3 | 18 | 0 | 9 | -1 | 4 | -4 | -3 | -2 | -2
`COC(=O)c1ccc(NS(=O)(=O)c2c(C)[nH]c(C)c2C(=O)N2CCCC2)cc1` across the screens: 0 | -6 | 0 | 0 | -6 | -7 | -4 | 3 | 2 | 2

Later entries.
Compound	PLCg1 inh	ARFGAP1 inh	DDE Tn6 FP inh	ASAP1 inh	ADAM10 inh	SIAE inh	PLC-beta3 inh	ADAM17 inh	TDP2 inh	Tn7 DDE FP
O=c1c2cccc3c2c(nn1-c1ccccc1)-c1ccccc1-3	-24	8	0	1	-24	-5	-26	1	11	-2
N#C/C(=C\c1ccc(-c2cccc([N+](=O)[O-])c2)o1)C(=O)NCCN1CCOCC1	1	0	2	17	4	-5	0	1	-5	-10
CC(C)N1CCCC(C)(C(=O)Nc2nccc3ccccc23)C1 (stereo not drawn)	-4	12	-9	-14	-75	1	-4	-22	5	-2
COc1ccc(C2=CC(=O)C[C@H](c3ccc(F)cc3)C2)cc1F	-1	3	-3	-3	-9	-6	-7	-2	3	-5
CCS(=O)(=O)N1Cc2ccccc2CC1C(=O)Nc1cccc(S(=O)(=O)N(C)C)c1 (stereo not drawn)	-1	1	12	-6	2	-5	-1	2	-5	3
CC1(C(=O)Nc2ccc(Cl)cc2)Cc2c(-c3ccc(C(N)=O)cc3)ccnc2O1 (stereo not drawn)	2	0	2	6	4	-5	-3	-3	7	3
NC(=O)C1=CN(Cc2ccc(Cl)cc2)CCC1C(F)(F)F (stereo not drawn)	1	3	1	-16	7	2	-1	-1	0	0
CC(NC(=O)C1CCCN(C(=O)c2ccc(Cl)cc2)C1)c1cccc(C(F)(F)F)c1 (stereo not drawn)	2	-13	-2	-4	-5	7	-2	0	3	-5
O=C(Nn1c(C2CCCCC2)nc2ccccc2c1=O)c1ccc([N+](=O)[O-])cc1	-2	-6	-2	5	6	-5	-1	-4	5	3
Fc1ccc(-c2nnc(CSc3nnc4ccccn34)o2)cc1	2	1	-1	-6	2	2	-1	-1	-4	2
COc1ccc(/C=N/NC(=O)C2C(=O)NCC2c2ccccc2)c(OC)c1 (stereo not drawn)	0	10	-8	-10	-3	-1	3	-1	9	1
CCOC(=O)C1CCN(C(=O)c2cc3c(=O)n4cccc(C)c4nc3s2)CC1	-61	-4	0	-1	-252	-1	-103	-79	-2	-2
CC(Oc1ccc(C(C)(C)C)cc1)c1ccnc2nc(/N=C/N(C)C)nn12 (stereo not drawn)	-79	11	4	8	-81	2	-126	-18	-2	0
Cc1c(NC(=O)c2cc(C3CC3)on2)c(=O)n(-c2ccccc2)n1C	3	-4	-3	0	-6	8	0	-2	4	-2
Cc1csc(NC(=O)c2ccc(COc3ccc(Cl)c(Cl)c3)o2)n1	-6	/	0	/	-1	-7	-6	-1	-1	1
CCCC(=O)N1CCCC1(C)C(=O)Nc1cc(OC)c(OC)c(OC)c1 (stereo not drawn)	-2	4	2	-7	-2	4	0	2	-7	-3
CN(C)Cc1cc(C(C)(C)C)cc(C(C)(C)C)c1O	0	-1	7	-8	-5	-4	-3	-2	-4	-1
COc1ccccc1NC(=O)NNC(=O)c1cc2ccccc2cc1O	-92	0	-6	12	-7	13	-150	-1	1	-3
CSc1ccc(CN(C)CC(=O)Nc2cccc(Br)c2)cc1	-6	-2	-1	8	4	-2	-1	4	-4	-1
NC(=O)C(c1ccccc1)C1CCCCC1 (stereo not drawn)	3	12	-3	5	1	5	3	2	-3	-13
CNC(=O)Oc1ccc2c(c1)[C@]1(C)CCN(C)[C@@H]1N2C	-4&-4	-4&-1	10&1	-5&9	-5&-19	1&7	0&-7	-6&-9	0&12	3&0
CN(CCc1ccccn1)c1ccc([N+](=O)[O-])cn1	-1	3	7	0	-2	-5	0	0	-12	9
CCc1nnc(NC(=O)CC(C)c2ccccc2)s1 (stereo not drawn)	0	11	-5	-3	9	-6	-3	-1	5	-1
O=C(N/N=C/c1ccccc1F)C(=O)N1CCCCCC1	-2	4	2	2	5	1	-7	0	3	-4
O=C1Nc2ccccc2C(=O)N(c2ccc3c(c2)OCCO3)C1C(=O)NC1CC1 (stereo not drawn)	-1	-6	9	-1	-4	2	-1	-5	5	-1
CCCc1ccc2oc(C(=O)N3CCN(CCC(N)=O)CC3)c(C)c2c1	-2	-6	5	-7	0	-1	-4	-1	-1	7
Cc1ccc(S(=O)(=O)Nc2cc(NC(=O)CN3CCOCC3)ccc2Cl)cc1	4	8	6	-6	-5	3	1	-1	0	3
NC(CCc1ccccc1)c1csc(Nc2ccccn2)n1 (stereo not drawn)	2	-1	5	-1	-12	2	1	-5	0	-1

Some of these compounds in order of their number in ADAM10 inh, low to high.
smiles	PLCg1 inh	ARFGAP1 inh	DDE Tn6 FP inh	ASAP1 inh	ADAM10 inh	SIAE inh	PLC-beta3 inh	ADAM17 inh	TDP2 inh
CCOC(=O)C1CCN(C(=O)c2cc3c(=O)n4cccc(C)c4nc3s2)CC1	-61	-4	0	-1	-252	-1	-103	-79	-2
COC(=O)c1ccc(NS(=O)(=O)c2c(C)[nH]c(C)c2C(=O)N2CCCC2)cc1	0	-6	0	0	-6	-7	-4	3	2
COc1ccc(OC)c(N=C(N)N=C(N)N)c1	3	18	0	9	-1	4	-4	-3	-2
CC1(C(=O)Nc2ccc(Cl)cc2)Cc2c(-c3ccc(C(N)=O)cc3)ccnc2O1 (stereo not drawn)	2	0	2	6	4	-5	-3	-3	7
O=C(Nn1c(C2CCCCC2)nc2ccccc2c1=O)c1ccc([N+](=O)[O-])cc1	-2	-6	-2	5	6	-5	-1	-4	5
